GC-B act – GC-B (human) receptor activation; HEK293-GC-B cells, CNP EC30, cGMP TR-FRET; 0% at EC30 CNP, 100% saturating CNP; activation, % at 10 µM; P20594; 370,000 compounds, 0.11% hits;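 active = activation at 10 µM reaching about 35% in either raw or pattern-adjusted values, limit read from the data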
HTRA1 inh – HTRA1 (human) protease inhibition; AID 504803; inhibition, % at 5.96 µM; 340,000 compounds, 0.5% hits; recombinant HTRA1, FP-rhodamine activity-based probe, fluorescence polarization; in the data active = inhibition above about 36%;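 also: 0% = enzyme with DMSO and 100% = wells lacking enzyme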
TCR-CD3 inh – inhibitors of human TCR-CD3 interaction; TAMRA-labeled TCR probe fluorescence, biochemical; inhibition, % at 9.4 µM; 360,000 compounds, 0.37% hits; AID 651800; in the data active = inhibition above about 19%;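 also: recombinant mutant TCR 2C K166C tagged with TAMRA read by polarization; 0% = receptor in buffer alone and 100% = receptor with positive control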
SIAE primary – human SIAE inhibition, primary screen; SIAE FP-Rh probe binding, fluorescence polarization; inhibition, % at 9.66 µM; 370,000 compounds, 0.69% hits; AID 1053197;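 active = inhibition above a cutoff: mean of compounds within the control limits plus 3 SD of those, cut at about 17% in these data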;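 also: 0% = plate median of compound wells and 100% = probe without SIAE protein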
MBD2 inh – blocks human MBD2 binding to methylated DNA; 370,000 compounds, 0.31% hits; TR-FRET, MBD2 binding to methylated oligonucleotide; Q9UBB5; inhibition, % at 4.4 µM; in the data active = inhibition above about 13%
rCAG binder – binds r(CAG) RNA repeats; AID 651821; inhibition, % at 3 µM; 370,000 compounds, 1.3% hits; r(CAG) RNA repeat, TO-PRO-1 dye displacement fluorescence;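 active = inhibition above the plate cutoff, the mean of all test compounds on that plate plus 3 SD, cut at about 35% in these data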;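 also: 0% = DMSO alone and 100% = 100 µM mitoxantrone as full dye displacement; higher means more dye released from RNA so lower well fluorescence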
mABHD4 FP – inhibits mouse alpha/beta hydrolase domain 4 | Q8VD66 | purified mABHD4, FP-Rh probe fluorescence polarization | inhibition, % at 8.92 µM | 370,000 compounds, 0.54% hits | AID 720543;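 active = inhibition exceeding the mean over every tested compound plus 3 SD, cut at about 30% in these data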;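 also: 0% = plate median of compound wells and 100% = S159A mutant with DMSO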
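System: mouse ABHD4 enzyme, wild type / Medium: HEPES pH 7.0, NaCl, Pluronic buffer / Reagent: FP-Rh activity-based fluorescent probe / Control set: S159A mutant high control, sample median low control / Detection: fluorescence polarization with parallel and perpendicular emission, 525/598 nm / Schedule: 45 min + 60 min at 25 °C / Compound dosing: 8.92 µM, single dose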
TDP2 absorb – blocks human TDP2 phosphodiesterase activity; inhibition, % at 12.8 µM; recombinant TDP2, T5PNP hydrolysis, p-nitrophenol absorbance 415 nm; 370,000 compounds, 0.34% hits; O95551;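 active = inhibition above the mean of all tested compounds plus 3 SD, set per campaign, cut at about 25% in these data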;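 also: 0% = DMSO with enzyme and 100% = buffer with substrate but no TDP2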
Target sequence (O95551 whole entry, looked up): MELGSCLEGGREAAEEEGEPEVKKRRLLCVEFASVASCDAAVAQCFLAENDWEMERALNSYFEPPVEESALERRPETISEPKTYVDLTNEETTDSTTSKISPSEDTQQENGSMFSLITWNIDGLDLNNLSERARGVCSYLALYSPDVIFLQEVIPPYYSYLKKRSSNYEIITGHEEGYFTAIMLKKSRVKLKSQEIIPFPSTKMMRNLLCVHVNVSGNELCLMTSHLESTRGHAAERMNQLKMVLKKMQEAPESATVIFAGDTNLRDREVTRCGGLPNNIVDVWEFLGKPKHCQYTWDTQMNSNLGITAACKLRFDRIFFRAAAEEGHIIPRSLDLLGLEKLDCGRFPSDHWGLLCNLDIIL
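Test system: human TDP2 enzyme; Input: 120 nM TDP2 per well; Buffer or medium: Mg2+-containing Tris-HCl buffer, pH 7.5; Reagent: 5 mM T5PNP; Dosing: 12.8 µM single point, 1% DMSO; Incubation: reaction 2 h, 37 °C; Detection: p-Nitrophenol epi absorbance; Read-out: % inhibition relative to enzyme-containing and enzyme-free wells; Replicates: single well per compound.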
PRMT1 FP inh – inhibitors of human PRMT1. Q99873. inhibition, % at 2.79 µM. recombinant PRMT1, activity-based probe fluorescence polarization. 370,000 compounds, 1.3% hits;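 active = inhibition above about 21% made by adding two undisclosed values, limit read from the data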
Target sequence (Q99873 whole entry, looked up): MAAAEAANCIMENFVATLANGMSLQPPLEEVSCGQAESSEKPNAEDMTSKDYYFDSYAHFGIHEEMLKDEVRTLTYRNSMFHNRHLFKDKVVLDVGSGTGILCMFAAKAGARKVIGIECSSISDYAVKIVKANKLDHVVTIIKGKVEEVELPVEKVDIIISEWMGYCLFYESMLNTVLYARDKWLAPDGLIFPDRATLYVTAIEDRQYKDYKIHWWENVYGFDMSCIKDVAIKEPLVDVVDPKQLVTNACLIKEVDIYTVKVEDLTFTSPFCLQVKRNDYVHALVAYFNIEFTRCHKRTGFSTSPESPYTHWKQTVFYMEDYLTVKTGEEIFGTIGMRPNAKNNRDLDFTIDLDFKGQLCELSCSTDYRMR
LEDGF integ inh – blocks HIV-1 LEDGF/p75-dependent DNA integration; inhibition, % at 3.7 µM; TR-FRET IN-LEDGF/p75 DNA integration, Eu/Cy5; 370,000 compounds, 0.64% hits;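 active = inhibition above the screen-wide mean plus 3 SD, cut at about 13% in these data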;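 also: signal is the Cy5 over europium emission ratio at 671 and 618 nm; 0% = plate median of compound wells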
The depositor's hits bear a star; · = no result given. The list is partial; the hit share may differ from the screen's.

SMILES	GC-B act	HTRA1 inh	TCR-CD3 inh	SIAE primary	MBD2 inh	rCAG binder	mABHD4 FP	TDP2 absorb	PRMT1 FP inh	LEDGF integ inh
Cc1ccc(NNC(=O)c2c(F)cccc2Cl)cc1Cl	-5.0	2.3	-2.8	0.8	-1.0	-0.3	1.1	17.3	1.2	-2.8
C/C(=N\Nc1cc(Cl)nc(C)n1)c1ccc(C)cc1	-5.0	0.7	-3.1	-7.5	-3.0	0.1	-10.0	-5.4	-1.5	-3.5
CCc1ccccc1NC(=O)CN(C)C(=O)COC(=O)c1c(Cl)cccc1Cl	-2.6	-9.1	-5.5	3.0	0.5	-6.4	4.1	12.9	1.7	-2.0
O=C(/C=C/c1ccccc1)NNC(=O)c1cccs1	4.1	0.7	3.6	0.0	-3.9	-1.4	-4.5	5.6	-2.6	-1.3
COc1cc(/C=N/NC(=S)NCc2ccccc2)ccc1OCC#N	-0.5	-15.6	1.2	-9.9	-1.1	4.1	-28.2	9.5	1.0	-0.5
CC(C)C(C(=O)NCC1CCCO1)N(Cc1ccco1)C(=O)CNS(=O)(=O)c1ccccc1 (centres undefined)	-0.5	7.0	4.9	3.9	-1.4	-4.5	-2.5	4.3	-0.1	-0.9
CC(C)c1c(C(=O)N/N=C/c2cccc(OCc3ccc(F)cc3)c2)nnn1-c1nonc1N	3.5	-15.6	0.9	-89.7	-5.2	-0.5	-3.7	-9.3	-2.8	-1.6
Cc1ccc(-c2nnc(C)c(N3CCOCC3)n2)cc1	-7.8	2.5	-0.1	5.3	-0.5	4.3	2.6	-10.1	-1.9	-0.5
CCOc1ccc(CN2C(=O)c3ccccc3C2=O)cc1C(=O)Nc1nnc(SCC)s1	-3.6	-14.9	-5.2	2.6	2.7	6.0	-8.9	4.7	-3.9	2.7
O=C(/C=C/[C@H]1O[C@@H](n2ccc(=O)[nH]c2=O)[C@H](O)[C@@H]1O)NCCN1CCOCC1	0.6	·	-7.8	1.8	0.2	1.1	-3.1	4.6	1.2	-4.0
CCOC(=O)c1ccc(CNC(=O)CSc2nnc(-c3ccncc3)o2)cc1	8.5	-1.8	-3.4	-4.4	-4.5	0.2	-5.3	1.1	4.3	-1.8
O=C(NCc1ccccc1)c1ccc(CNc2c(N3CCCC3)c(=O)c2=O)cc1	2.4	-5.4	2.4	3.7	-1.3	2.3	3.7	-1.4	-1.2	1.8
COc1ccccc1NS(=O)(=O)c1cccc(C(=O)N/N=C(\C)c2ccncc2)c1	-0.9	-14.3	-3.3	-11.6	-3.7	4.6	-2.6	-2.2	-1.0	-0.5
CCc1cccc(C)c1NC(=O)c1cc(-c2ccncc2)nc2ccccc12	1.5	5.3	-2.7	5.6	-2.4	8.8	-1.9	1.2	-2.8	5.6
CCCCN(c1ccccc1)c1ncnc(N)c1[N+](=O)[O-]	-5.3	-4.8	-4.5	-0.6	0.9	-2.2	-3.9	-1.8	-1.1	2.6
Cc1cc(C)c2c(CN3CCOCC3)cc(=O)oc2c1C	-9.1	-0.7	-0.9	-1.1	2.9	-5.9	-1.5	1.4	0.8	-2.7
C=CCSc1nc(N)c(C#N)c(-c2ccccc2)c1C#N	-6.2	-3.8	-4.4	-1.3	-2.6	2.6	-4.1	-5.3	7.0	2.1
O=C(CSc1nnc2scc(-c3ccc(Cl)cc3)n12)NCc1ccco1	-6.5	3.8	1.4	4.4	0.1	-2.0	-11.1	-2.0	3.4	2.2
Cc1ccc(NC(=O)COc2ncnc3sccc23)cc1S(=O)(=O)N(C)C	0.9	-11.6	2.2	-13.8	-6.2	12.0	-7.4	-0.9	4.3	0.9
C[C@@]12C(=O)N(c3ccccc3)C(=O)N1[C@@H]1c3ccccc3OC[C@@H]1[C@H]2c1ccccc1	5.5	-23.9	-2.8	1.7	-0.7	-2.1	-7.8	1.8	-0.5	1.6
COc1ccc(CN(C#N)c2nc(C)cc(C)n2)cc1	6.2	-5.1	2.9	-1.4	-0.6	1.6	0.4	-0.8	-2.1	-1.5
O=c1[nH]c(C2CCCN(S(=O)(=O)c3cccc(F)c3)C2)nc2c1nnn2Cc1ccccc1 (centres undefined)	-1.2	-7.7	-3.8	-3.8	0.5	11.3	-2.0	-6.5	-3.3	2.4
CCOc1ccc(S(=O)(=O)N2CCN(C(=S)NCc3ccccc3)CC2)cc1	0.1	-22.5	11.6	-8.8	6.3	7.1	-7.1	-5.8	-11.1	1.2
CCOc1ccc(OCCC(=O)NNC(=O)c2ccncc2)cc1	-0.1	4.6	3.3	2.6	1.2	2.1	0.1	-1.1	0.7	-0.3
COc1ccc(N2CCN(CC(=O)NC(=O)NC(C)(C)C)CC2)cc1	3.8	1.5	-7.3	-3.2	4.5	-10.2	-4.2	-15.3	4.7	-4.8
COc1ccc(-n2c(COc3ccccc3)n[nH]c2=S)cc1	-1.6	2.2	-2.9	9.0	6.6	1.3	-7.2	-6.8	0.7	0.5
O=C(CNc1ccccc1F)Nc1cccc(S(=O)(=O)N2CCCCC2)c1	-0.9	-20.8	3.7	-6.7	8.0	12.5	-17.1	-4.5	3.8	1.1
CCOC(=O)C1(Cc2cccc(OC)c2)CCN(Cc2cc(OC)ccc2OC)CC1	-11.7	-6.2	-2.8	-2.7	-2.8	-10.9	-2.0	5.0	-0.9	-1.8
Cc1nn2c(=O)c(NC(=O)c3ccc(F)cc3)cnc2s1	-0.4	-8.4	8.3	5.2	-0.8	0.3	-2.5	3.4	1.5	0.3
O=S(=O)(NC1CC1)c1ccc(Br)cc1N1CCC[C@H]1CO	-0.3	8.8	-2.1	2.8	-8.0	4.2	-2.9	-7.2	-1.9	2.3
Cc1onc(-c2c(F)cccc2Cl)c1C(=O)ONC(=O)c1ccco1	3.5	-4.4	3.6	-2.0	-1.2	-1.6	-1.4	-3.2	3.1	1.5
COc1ccc(NC(=O)CN2c3cccc4cccc(c34)S2(=O)=O)cc1OC	-4.6	0.8	6.3	0.7	-3.3	9.2	2.2	5.0	4.0	1.0
COc1ccc(OC(C)C(=O)N(C)Cc2nc(-c3ccc(C)cc3)no2)cc1 (centres undefined)	3.3	-1.5	3.8	1.8	-0.1	1.1	-2.9	6.4	-5.0	-0.6
CCOC(=O)c1cccc(NC(=O)c2ccc(-n3cnnn3)cc2)c1	-2.2	0.5	-5.8	-1.8	-0.3	0.0	8.8	-6.7	4.9	0.7
Cc1ccc2c(c1)N(CC(=O)N1CCCc3ccccc31)C(=O)C(C)O2 (centres undefined)	-9.2	7.5	-0.2	-0.7	-3.5	-3.3	-9.8	-4.5	-0.2	4.3
CCCOC(=O)c1ccc(NS(=O)(=O)c2cccs2)cc1	4.7	5.0	3.9	8.0	-4.7	12.3	-2.2	0.0	-0.8	-1.6
O=C(Cn1nnc(-c2ccncc2)n1)Nc1ccc(Cl)cc1	-3.8	·	·	7.1	-0.9	2.2	-7.4	-11.4	-8.9	4.1
Cc1ccc(OCc2cc(C(=O)NCc3cnn(-c4cccc(F)c4)c3)no2)cn1	3.0	-8.1	7.6	-1.8	-4.1	3.2	-7.1	-18.5	1.2	-0.3
O=S1(=O)CCO[C@H]2Cc3ccccc3[C@H]2N1Cc1ccc(F)cc1	-4.9	-8.0	1.2	2.7	-4.7	-4.2	-4.9	2.4	-0.6	-0.2
COc1ccc(CN(C)C(=O)c2cc(S(=O)(=O)N3CCOCC3)ccc2N2CCCC2)cc1	-0.2	-2.1	-3.5	0.8	4.8	-3.8	-2.0	4.5	-2.2	1.0
COc1ccc(C(=S)N2CCOCC2)cc1OC(=O)c1ccc(C)cc1	1.6	-1.3	4.1	-3.7	4.2	-5.3	-2.2	-1.7	1.7	-4.5
O=C(NCc1ccccn1)c1cc(-c2ccccc2Cl)nc2ccccc12	-5.5	-4.3	-0.4	-7.5	0.1	2.7	-9.1	-9.1	1.5	2.4
CC(CN1CCN(Cc2ccccc2)CC1)OC(=O)c1ccco1 (centres undefined)	-5.3	4.1	-4.4	-0.9	0.9	-10.4	1.5	1.5	4.0	-2.9
CC1(C(=O)NS(=O)(=O)c2cccc(F)c2)CCN1C(=O)Cc1ccc(Cl)cc1Cl (centres undefined)	5.0	·	5.0	1.5	1.1	17.5	2.0	4.2	0.8	0.7
COc1ccc(CNC2CCC23CCC(C)CC3)cc1 (centres undefined)	-3.9	·	·	-0.7	2.1	·	1.1	-3.8	1.7	-0.8
CC1(C)Oc2ccc3ccc(=O)oc3c2/C(=C/Nc2ccccn2)C1=O	-2.9	-2.7	-0.8	-2.6	4.3	0.5	0.1	9.4	-0.4	-2.8
c1ccc2oc(-c3ccc4nc[nH]c4c3)nc2c1	-11.2	-5.9	3.8	-2.5	1.2	8.6	-6.6	-8.3	-0.4	0.3
COc1ccc(CCNC(=O)c2cc(=O)[nH]c3ccccc23)cc1	3.1	1.6	-0.4	0.3	-1.0	1.7	1.6	-15.1	-4.7	-0.5
CN(C)C=Nc1nonc1-c1ccccc1	7.3	-0.7	-5.8	1.1	-3.2	2.3	-3.2	-20.5	0.1	10.2
COc1ccc2[nH]c(C)c(CCNC(=S)Nc3cccc(C)c3)c2c1	-7.2	-1.4	8.5	6.1	2.6	1.9	0.7	-3.4	-2.0	-1.1
CCN(Cc1ccccc1)C(=O)C1CCN(c2ncnc3c2nc2n3CCCCC2)CC1	-3.4	0.0	-8.1	-0.4	-3.0	-5.0	-8.7	-16.0	-1.0	0.9
COc1ccc(NC(=O)Cn2c(=O)n(Cc3ccco3)c(=O)c3ccccc32)cc1	3.4	-5.1	4.5	1.2	-4.2	4.2	3.0	-12.4	-2.0	4.1
Fc1ccc2cc(-c3ccccc3F)ncc2c1	-2.7	-6.8	1.3	4.1	2.0	-3.8	2.5	9.9	-0.7	-0.8
COc1ccc(/C=N/N(C)C2=NS(=O)(=O)c3ccccc32)cc1	-4.4	-1.3	-6.1	6.8	0.8	0.1	1.2	-1.1	-0.3	0.3
CCCOc1ccc(N2C(=O)CC(SCCc3nc4ccccc4[nH]3)C2=O)cc1 (centres undefined)	3.1	5.3	1.2	-7.8	-0.1	4.3	-1.6	3.4	11.6	-0.8
CC(=O)NCCc1ccc(C(=O)COC(=O)c2cccn2C)cc1	-5.8	-3.6	5.6	-6.1	-4.7	2.2	1.8	-2.4	-0.5	3.2
Cc1ccc(C2=N/C(=C\c3ccc(F)cc3)C(=O)N2)cc1	3.3	-8.2	5.2	12.7	-6.3	6.7	1.6	1.4	1.1	2.4

Look-ups from above.
MBD2 inh result of CC(=O)NCCc1ccc(C(=O)COC(=O)c2cccn2C)cc1 = -4.7
TDP2 absorb result of Cc1ccc(C2=N/C(=C\c3ccc(F)cc3)C(=O)N2)cc1 = 1.4

Source: PubChem (several laboratories)
